Assay outcomes as filed in PubChem.
TRPC4 PAM: allosteric potentiators of mouse TRPC4 channel. Q9QUQ5. HEK293 TRPC4beta/mu-opioid, DAMGO EC20, Fluo-4 Ca2+ flux; stronger effect = higher value. B-score at 10 µM. hit rate 0.42% among 310,000. AID 2227;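 active means B-score of calcium response area above 5 SD of library B-scores, with initial fluorescence ratio within 5 SD of library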;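 further: B-score of integrated fluorescence ratio over time as area under calcium response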
TMEM16A inh: blocks the mouse calcium-activated chloride channel TMEM16A | Q8BHY3 | HEK293 TMEM16A/YFP iodide influx fluorescence, ionomycin | normalized B-score (activity score, 25-100; higher = stronger inhibition) at 10 µM | hit rate 1.2% among 310,000;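 active means ratio plate-corrected score three or more library SD toward inhibition, starting fluorescence score within five deviations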;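 further: score derived from kinetic fluorescence span divided by baseline fluorescence per well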
Target sequence (Q8BHY3 whole entry, looked up): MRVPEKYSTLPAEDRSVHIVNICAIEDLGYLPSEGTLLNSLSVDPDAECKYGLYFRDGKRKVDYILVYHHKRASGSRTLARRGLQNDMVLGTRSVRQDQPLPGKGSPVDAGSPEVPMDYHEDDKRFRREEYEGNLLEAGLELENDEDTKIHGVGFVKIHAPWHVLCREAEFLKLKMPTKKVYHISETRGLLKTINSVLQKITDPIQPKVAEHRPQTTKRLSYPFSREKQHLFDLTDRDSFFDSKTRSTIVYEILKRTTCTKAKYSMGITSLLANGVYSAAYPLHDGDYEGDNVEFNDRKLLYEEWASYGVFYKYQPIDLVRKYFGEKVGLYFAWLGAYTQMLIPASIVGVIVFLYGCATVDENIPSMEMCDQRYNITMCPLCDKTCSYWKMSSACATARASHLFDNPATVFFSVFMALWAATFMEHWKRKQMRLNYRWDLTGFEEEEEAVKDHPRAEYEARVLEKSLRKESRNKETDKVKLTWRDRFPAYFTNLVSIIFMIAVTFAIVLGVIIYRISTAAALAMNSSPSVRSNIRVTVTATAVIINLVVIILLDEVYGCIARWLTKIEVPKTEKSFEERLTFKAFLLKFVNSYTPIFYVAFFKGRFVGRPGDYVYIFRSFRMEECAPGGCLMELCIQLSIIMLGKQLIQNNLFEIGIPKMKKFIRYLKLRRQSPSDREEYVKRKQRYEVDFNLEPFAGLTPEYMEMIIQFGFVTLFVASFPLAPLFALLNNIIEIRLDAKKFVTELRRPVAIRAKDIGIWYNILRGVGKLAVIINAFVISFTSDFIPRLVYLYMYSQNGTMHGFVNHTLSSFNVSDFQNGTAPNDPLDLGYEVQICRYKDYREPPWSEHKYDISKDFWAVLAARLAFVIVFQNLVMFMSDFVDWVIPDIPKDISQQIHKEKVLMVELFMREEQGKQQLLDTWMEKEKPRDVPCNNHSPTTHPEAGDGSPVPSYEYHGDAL
MrgX1 PAM: allosterically activates human MrgX1 receptor signaling | hit rate 0.63% among 310,000 | B-score at 10 µM | MrgX1-HEK293, Fluo-4 calcium flux, FDSS; stronger effect = higher value;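 active means plate-corrected calcium response at least 3 library SD above typical, normal starting fluorescence, not activating the receptor alone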;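 further: compound read alongside a low EC10 to EC30 dose of BAM8-22 agonist; peak minus trough fluorescence over baseline measured at the second addition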
TRPC6 act: activators of mouse TRPC6 channel; AID 2550; HEK293-TRPC6 membrane potential dye fluorescence; stronger effect = higher value; hit rate 0.13% among 310,000; Q61143; B-score at 10 µM;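 active means B-score of the integrated fluorescence ratio above library mean plus 3 SD, and starting fluorescence ratio within library mean plus 5 SD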;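 further: higher score means more depolarization so channel activation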
MrgX1 antagonist: human MrgX1 receptor antagonism, primary screen; MRGX1-HEK293 calcium flux, Fluo-4, BAM8-22 antagonism; stronger effect = lower value; Q96LB2; hit rate 1.3% among 310,000; B-score at 10 µM;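 active means calcium-response B-score plate-corrected more than 3 library SD below zero, starting fluorescence within 5 deviations, no agonist response on first addition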;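 further: peak minus trough fluorescence over baseline after final BAM8-22 challenge near maximal dose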
TMEM16A act: activates or potentiates the mouse TMEM16A chloride channel; B-score at 10 µM; AID 623877; HEK293 TMEM16A/YFP-H148Q/I152L, iodide quench fluorescence; stronger effect = lower value; Q8BHY3; hit rate 0.3% among 340,000;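 active means fluorescence-ratio B-score plate-corrected deviation score at least 3 library SD below zero, with starting fluorescence score within 5 deviations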;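 further: channel opened by trigger with iodide after compound preincubation; score built on the fluorescence ratio of max minus min over baseline; more negative score means more quench and so TMEM16A activation or potentiation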
SKKanGAS inh: SKKanGAS growth inhibition; S. pyogenes SKKanGAS, kanamycin growth, BacTiter-Glo, 6 h; inhibition, % at 7.5 µM; hit rate 1.3% among 300,000;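 active means mean replicate score, as percent of positive control median, at least 50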;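 further: strain carries kanamycin resistance gene driven by streptokinase promoter and grows in 40 µg/ml kanamycin; loss of luminescence reflects streptokinase promoter inhibition or plain growth inhibition; 0% = median of DMSO wells and 100% = positive control at its reference dose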
TRPC4 block: blocks the mouse TRPC4 cation channel. Q9QUQ5. HEK293 TRPC4beta/mu-opioid, DAMGO-evoked Fluo4 calcium flux; stronger effect = lower value. B-score at 10 µM. hit rate 0.39% among 300,000. AID 2247;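 active means B-score over 3 SD under the library average, no early fluorescence shift, positive overall ratio signal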
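Assay system – HEK293 line stably carrying TRPC4beta and mu-opioid receptor · Doses – single dose · Detection – Fluo4 calcium-dye fluorescence, kinetic read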
TRPC6 inh: mouse TRPC6 channel inhibition | Q61143 | HEK293-TRPC6, membrane potential dye, ACh-evoked depolarization; stronger effect = lower value | B-score at 10 µM | hit rate 1.1% among 310,000 | AID 2553;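 active means B-score under library mean minus 3 SD, initial fluorescence not abnormally high, positive integrated signal ratio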;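 further: B-score derived from integrated fluorescence ratio over the kinetic read; more negative B-score means stronger inhibition of depolarization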
TRPC4 act: TRPC4 (mouse) channel activation; Q9QUQ5; HEK293 TRPC4beta/mu-opioid, Fluo4 calcium fluorescence; stronger effect = higher value; B-score at 10 µM; hit rate 0.49% among 310,000; AID 2237;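 active means B-score above 5 SD of library B-scores, and initial fluorescence ratio not above library mean plus 5 SD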;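 further: positive B-score marks a calcium rise read as TRPC4 activation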
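Assay system – TRPC4beta and mu-opioid receptor HEK293 stable cells · Measured by – Fluo4 fluorescence, kinetic · Schedule – dye loading 45 min room temperature, 110 s kinetic read · Read-out – B-scored integrated calcium fluorescence ratio · Controls – buffer and maximal DAMGO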
MrgX1 ag: agonists of human MrgX1 receptor. Q96LB2. MrgX1-HEK293 cells, Fluo-4 calcium fluorescence, agonist mode; stronger effect = higher value. B-score at 10 µM. hit rate 0.44% among 310,000;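 active means calcium response B-score plate-corrected fluorescence ratio at least 3 library SD, with starting fluorescence B-score inside 5 SD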
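Assay system: stable human MrgX1 HEK293 cell line. Quantity: 15,000 cells per well. Schedule: cells plated overnight, dye loaded 0.5 h 37 °C, 0.5 h room temperature. Detection: Fluo-4 NW calcium-flux fluorescence, kinetic read. Read-out basis: peak-minus-minimum fluorescence over baseline, converted to B scores. Control set: positive and negative control wells on each plate.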
Active calls of the source: *; i = inactive; · = not tested or not shown; & = joins results of further samples; ! = a repeat was not active.

SMILES | TRPC4 PAM | TMEM16A inh | MrgX1 PAM | TRPC6 act | MrgX1 antagonist | TMEM16A act | SKKanGAS inh | TRPC4 block | TRPC6 inh | TRPC4 act | MrgX1 ag
Cc1cccc(NC(=S)NC(=O)c2cc(-c3ccccc3)nc3ccccc23)c1 | i | i | i | i | i | i | -2.8 | i | i | i | i
O=C(/C=C/c1ccccc1Cl)c1ccccc(=O)c1O | i | i | 8.08* | i | i | i | 90.1* | i | i | i | i
COc1ccc2cc3cc(C(=O)Nc4ccc5c(c4)OCO5)oc3nc2c1 | i | 100* | i | i | i | i | 0.5 | i | i | i | i
CN(Cc1ccccc1)c1nc2c(c(=O)[nH]c(=O)n2C)n1Cc1ccccc1 | i | i | i | i | i | i | 6.2 | i | i | i | i
CC#CCCCC(=O)Nc1cccc(C(=O)O)c1 | i | i | i | i | i | i | -1.2 | i | i | i | i
O=[N+]([O-])c1cc([N+](=O)[O-])c(Oc2ccccc2F)cc1NN1CCCCC1 | i | i | i | i | i | i | 0.4 | i | i | i | i
S=c1[nH]nc(-c2ccc(Cl)cc2Cl)n1-c1ccc2c(c1)OCCO2 | i | i | i | i | i | i | -0.4 | i | i | i | i
CCCSc1nc2c(c(=O)n(C)c(=O)n2C)n1C | i | i | i | i | i | i | -0.2 | i | i | i | i
O=C1COc2ccc(S(=O)(=O)Nc3cccc(Cl)c3)cc2N1 | i | i | i | i | i | i | 31.4 | i | i | i | i
Cc1cc(-c2nn(C)c(=O)c3ccccc23)cc(C)c1O | i | i | i | i | i | i | 13.8 | i | i | i | i
COc1ccc(CC(=O)c2ccc(O)cc2O)cc1 | i | i | i | i | i | i | 3.0 | i | i | i | i
COc1ccccc1CNC(=O)COc1ccc(S(=O)(=O)N2CCOCC2)cc1C | i | i | i | i | i | i | -7.0 | i | i | i | i
COc1ccc(OC)c(C(C)NC(=O)Nc2cccc(C(C)=O)c2)c1 (configuration not stated) | i | i | i | i | -10.2* | i | 2.1 | i | i | i | i
CC(=O)Nc1ccc(S(=O)(=O)NCCSCc2ccccc2Cl)cc1 | i | i | i | i | i | i | -34.4 | i | i | i | i
Cc1ccc(SC(C)C(=O)N2CCC(C(N)=O)CC2)cc1 (configuration not stated) | i | i | i | i | i | i | -0.5 | i | i | i | i
Nc1cc(S(=O)(=O)N2CCCCC2)ccc1Oc1ccccc1 | i | 25* | i | i | i | i | 6.0 | i | i | i | i
Cc1cc(-c2n[nH]c(=S)n2/N=C/c2sccc2C)n[nH]1 | i | i | i | i | i | i | -10.2 | i | i | i | i
Cc1ccc(Cn2c(=O)sc3ccccc3c2=O)cc1 | i | i | i | i | i | i | 4.3 | i | i | i | i
CN1CCN(C(=O)c2ccc3ccccc3c2)CC1 | i | i | i | i | i | i | -1.7 | i | i | i | i
COc1ccc(S(=O)(=O)N2CN3CCN(C3)C2)cc1OC | i | i | i | i | i | i | -8.2 | i | i | i | i
COc1ccc(N(C(=O)CNC(=O)c2cccs2)C(C(=O)NCC2CCCO2)c2ccccc2)cc1OC (configuration not stated) | i | i | i | i | i | i | -4.4 | i | i | i | i
COc1cc2nc(CCc3ccccc3)oc(=O)c2cc1OC | i | i | i | i | i | i | 3.9 | i | i | i | i
COC(=O)c1ccccc1NC(=O)CN1CCN(C(=O)c2ccco2)CC1 | i | i | i | i | i | i | 1.6 | i | i | i | i
CC(NC(=O)c1ccc2ccccc2n1)c1ccccc1 (configuration not stated) | i | i | i | i | i | i | 3.8 | i | i | i | i
CCOc1cc(C2NC(=O)NC(C)=C2C(=O)OCC2CCCCC2)ccc1O (configuration not stated) | i | i | i | i | i | i | 1.1 | i | i | i | i
CCn1c(SCC(=O)N2CCOCC2)nc2c(c1=O)SC(C)C2 (configuration not stated) | i | i | i | i | i | i | · | i | i | i | i
Cc1onc(-c2c(Cl)cccc2Cl)c1C(=O)NC1CCCCC1 | i | i | i | i | i | i | 3.1 | i | i | i | i
COc1ccc(-n2c(C)ccc2-c2ccccc2)cn1 | i | i | i | i | i | -4.82* | 4.0 | i | i | i | i
CCC(=O)N=c1sc2c(C)cc(C)cc2n1CC(=O)OC | i | i | i | i | i | i | -1.6 | i | i | i | i
CCCCOc1ccc(C2C(=O)N(C3CCCCC3)CC(=O)N2CC2CCCO2)cc1 (configuration not stated) | i | i | i | i | i | i | 4.4 | i | i | i | i
CCN(CC)CC(=O)Nc1ccccc1SCC(=O)Nc1ccsc1C(=O)OC | i | i | i | i | i | i | -13.2 | i | i | i | i
CC(OC(=O)CN1C(=O)C2CC=CCC2C1=O)C(=O)Nc1ccc(F)cc1Cl (configuration not stated) | i | i | i | i | i | i | -8.1 | i | i | i | i
O=C(COc1cccc(-n2cnnn2)c1)NCCC1=CCCCC1 | i | i | i | i | i | i | -2.2 | i | i | i | i
COC(=O)C(CCSC)NC(=O)CNS(=O)(=O)c1ccc(F)cc1 (configuration not stated) | i | i | i | i | i | i | 1.1 | i | i | i | i
C=CCn1c(CSCc2ccccc2)nnc1SCC(=O)NCc1ccccc1 | i | i | i | i | i | i | -1.8 | i | i | i | i
CCCn1c(SCC(=O)N2CCN(S(=O)(=O)c3ccc(Cl)cc3)CC2)n[nH]c1=O | i | i | i | i | i | i | 3.0 | i | i | i | i
Cc1ccc(NC(=O)C(C)[n+]2ccccc2)cc1[N+](=O)[O-] (configuration not stated) | i | i | i | i | i | i | -5.0 | i | i | i | i
CN1CCN(CCCOc2ccc(-c3ccccc3)cc2)CC1 | i | i | i | i | i | i | 3.0 | i | i | i | i
Cc1cc(/C=N/n2c(COc3ccccc3)nc3ccccc3c2=O)c(O)c([N+](=O)[O-])c1 | i | i | i | i | i | i | 17.6 | i | i | i | i
CCOc1ccc(-n2c(C)cc(/C=N/Nc3nc(C)cc(=O)[nH]3)c2C)cc1 | i | i | i | i | i | i | 31.6 | i | i | i | i
CC(Oc1ccc2c3c(c(=O)oc2c1)CCCC3)C(=O)NCc1ccncc1 (configuration not stated) | i | i | i | i | i | i | -5.2 | i | i | i | i
CC(C#N)(Nc1ccc(Cl)cc1)c1cccnc1 (configuration not stated) | i | i | i | i | i | i | 1.9 | i | i | i | i
CCOC(=O)c1cn[nH]c1NC(=S)Nc1ccccc1 | i | i | i | i | i | i | 8.7 | i | i | i | i
O=C(CSc1nnc(-c2cccnc2)n1Cc1ccco1)c1ccc(Cl)c(Cl)c1 | i | i | i | i | i | i | 0.4 | i | i | i | i
COc1cccc2sc(Nc3nc(-c4cc5ccccc5oc4=O)cs3)nc12 | i | i | i | i | i | i | 14.0 | i | i | i | i
O=C(Nc1nncs1)c1cccc(S(=O)(=O)N2CCCCC2)c1 | i | i | i | i | i | i | 7.3 | i | i | i | i
COC(=O)c1c(NC(=O)c2nn(C)cc2Cl)sc2c1CCCC2 | i | i | i | i | i | i | 38.1 | i | i | i | i
Cc1cc(C)n(-c2ccc(NC(=O)C3CCCCN3C(=O)c3occc3C)cc2)n1 (configuration not stated) | i | i | i | i | i | i | -2.0 | i | i | i | i
COc1ccccc1-c1nnc(SCCN2CCOCC2)n1-c1ccc(C)cc1 | i | i | i | i | i | i | 5.0 | i | i | i | i
CC1(C)CC(=O)c2cc(C(=O)O)c(=O)n(-c3ccccc3)c2C1 | i | i | i | i | i | i | 17.9 | i | i | i | i
Cc1cccc(C(=O)NNC(=O)c2ccccc2Br)c1 | i | i | i | i | i | i | 4.4 | i | i | i | i
CN1CCc2c(c3c(n2C)CCN(C)[C@@H]3c2cccnc2)[C@H]1c1cccnc1 | i | i | i | i | i | i | -11.0&-2.8 | i | i | i | i
Cc1sc2ncnc(N3CCN(S(=O)(=O)c4ccc(Br)cc4)CC3)c2c1C | i | 25* | i | i | i | i | 7.4 | i | i | i | i
Cc1nc2cc(N3CCCCC3)c(NC(=O)c3cccnc3)cc2c(=O)n1Cc1ccccc1 | i | i | i | i | i | i | 8.2 | i | i | i | i
CC(c1ccccc1)c1nnc(NC(=O)Nc2ccccc2)s1 (configuration not stated) | i | i | i | i | i | i | -4.5 | i | i | i | i
Cc1cc(C)n(-c2ccc(F)cc2CN2CCN(C3CCCC3)C(CCO)C2)n1 (configuration not stated) | i | i | i | i | i | i | 5.7 | i | i | i | i
COc1ccc(-c2cc3ccccc3n2CC(O)CN2CCOCC2)cc1 (configuration not stated) | i | i | i | i | i | i | -2.3 | i | i | i | i
Cc1nn(-c2ccccc2)nc1CNC(=O)C1CC1 | i | i | i | i | i | i | 3.9 | i | i | i | i
CCN(CC)CCN1C(=O)Cn2c(C)c(C)c3cccc1c32 | i | i | i | i | -4.96*! | i | -2.1&-4.7 | i | -8.37* | i | i
CCOC(=O)c1ccc(S(=O)(=O)N2CCN(C(=O)c3cc(=O)c4ccccc4o3)CC2)cc1 | i | i | i | i | i | i | -3.3 | i | i | i | i
(more compounds)
SMILES | TRPC4 PAM | TMEM16A inh | MrgX1 PAM | TRPC6 act | MrgX1 antagonist | TMEM16A act | SKKanGAS inh | TRPC4 block | TRPC6 inh | TRPC4 act | MrgX1 ag
CC(C)NC(=O)C(=O)NCCCN1CCOCC1 | i | i | i | i | i | i | -9.6 | i | i | i | i
COc1cc(/C=C2/C(=N)N3C=CSC3=NC2=O)ccc1OCCCOc1ccccc1C | i | i | i | i | i | i | 6.6 | i | i | i | i
CCOC(=O)c1ccc(N2C(=O)CC(N3CC(C)OC(C)C3)C2=O)cc1 (configuration not stated) | i | i | i | i | i | i | · | i | i | i | i
CCOC(=O)c1c(N)nn(C(=O)C(C)C)c1-c1ccccc1 | i | i | i | i | i | i | -5.7 | i | i | i | i
CC(C)Cc1ccccc1S(N)(=O)=O | i | i | i | i | i | i | 5.3 | i | i | i | i
Cn1c(NC(=O)c2ccco2)c(-c2ccccc2)c(=O)c2ccccc21 | i | i | i | i | i | i | -4.6 | i | i | i | i
O=C(c1ccccc1)N1N=C(c2ccccc2)CC1c1ccccc1O (configuration not stated) | i | i | i | i | i | i | 3.8 | i | i | i | i
CCCCC(=O)Nc1nnc(SCC(=O)N2CCN(c3ccccc3OC)CC2)s1 | i | i | i | i | i | i | 2.8 | i | i | i | i
